TWEAK-Fn14 inh: inhibitors of TWEAK-Fn14 interaction signaling. AID 1159606. TWEAK-stimulated Fn14 reporter cells, luciferase luminescence, 8 h. 360,000 tested, 2% active. inhibition, % at 10 µM; in the data active means inhibition above about 50%
CF NFkB inh: inhibitors of cystic fibrosis induced NF-kB | KKLEB NF-kB-GFP reporter, PAF-induced, GFP fluorescence overnight | inhibition, % at 5 µM | 360,000 tested, 0.86% active;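 active means at least 50% inhibition at 5 µM, scaled per plate between neutral and stimulator controls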;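 further: PAF is a Pseudomonas aeruginosa culture filtrate used as stimulus; plate controls were PAF-stimulated DMSO wells for no effect and unstimulated DMSO wells for full effect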
Peg3 prom inh: inhibitors of Peg3 promoter. inhibition, % at 20 µM. 360,000 tested, 1.7% active. HeLa PEG-Prom luciferase reporter, luminescence, overnight;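 active means inhibition of at least 50% at 20 µM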
iPSC survival up: enhancers of human iPSC single-cell survival | 360,000 tested, 0.044% active | hiPSC single-cell survival, ATPlite luminescence; 100% = ROCK inhibitor wells, 0% = DMSO | survival enhancement, % at 20 µM | AID 602274; in the data active means survival enhancement above about 18%;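 further: cells exposed to compounds for 16 hours before the ATP read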
KKLEB tox: CF airway cell cytotoxicity counter-screen | KKLEB CF airway cells viability, ATPlite luminescence, overnight; active compounds read low; cells stimulated with P. aeruginosa culture filtrate | activity change (cytotoxicity), % at 5 µM | 360,000 tested, 0.36% active;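 active means corrected activity change at or below -50% at 5 µM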
aDG glyco up: increases alpha dystroglycan glycosylation; Pro5-aDG cells, alpha-DG glycosylation AlphaScreen (IIH6); 0% Pro5, 100% B10-LARGE cell signal; activation, % at 10 µM; 360,000 tested, 0.22% active;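 active means activation of at least 8% versus controls, or a plate z-score of at least 8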;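 further: Pro5 are CHO cells carrying HIG-tagged alpha-DG that lacks glycosylation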
HIF-2a block: inhibitors of HIF-2a | AID 624352 | 360,000 tested, 0.72% active | inhibition, % at 18.8 µM | 786-0 RCC cells HIF-2a reporter, luciferase luminescence, overnight;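 active means inhibition of the luminescence signal of 40% or more relative to plate controls, in a single-dose primary screen at 18.75 µM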
NR2E3 ag-1: agonists of human NR2E3 nuclear receptor; AID 602229; inhibition of corepressor binding, % at 3.98 µM; CHO-S Gal4-NCOR/VP16-NR2E3 two-hybrid, luciferase; 360,000 tested, 0.35% active;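 active means inhibition above the mean of all tested compounds plus 3 SD, cut at about 70% in these data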;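 further: 0% = DMSO with NR2E3 transfected cells and 100% = cells lacking NR2E3 construct; higher means lower luciferase signal from less NR2E3 corepressor binding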
Target sequence (Q9Y5X4 whole entry, looked up, the tested form may be a part): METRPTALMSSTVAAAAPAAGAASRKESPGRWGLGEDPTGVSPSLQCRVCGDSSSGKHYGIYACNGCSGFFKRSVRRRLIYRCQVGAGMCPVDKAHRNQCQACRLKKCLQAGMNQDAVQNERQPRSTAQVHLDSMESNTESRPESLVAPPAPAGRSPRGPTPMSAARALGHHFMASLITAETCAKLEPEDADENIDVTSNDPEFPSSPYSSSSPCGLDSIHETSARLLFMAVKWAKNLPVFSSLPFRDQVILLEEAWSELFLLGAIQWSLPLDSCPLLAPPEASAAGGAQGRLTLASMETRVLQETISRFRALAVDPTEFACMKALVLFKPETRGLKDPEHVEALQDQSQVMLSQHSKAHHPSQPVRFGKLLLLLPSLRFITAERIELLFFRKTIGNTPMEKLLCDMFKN
Shn3 inh set2: reduces Shn3 3'UTR luciferase signal in osteoblasts. inhibition, % at 12.5 µM. Clone20 osteoblast Shn3 3'UTR firefly luciferase, 24 h. 360,000 tested, 0.52% active. AID 588674;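 active means mean inhibition of at least 75% with every replicate also reaching 75%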;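 further: 0% = median of neutral control wells and 100% = pilot-screen positive control compound; some compounds past the cut are filed as inactive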
NR2E3 ag-2: agonists of human nuclear receptor NR2E3; Q9Y5X4; GST-NR2E3/biotin-RetCOR TR-FRET, 1536-well; inhibition of corepressor binding, % at 4.78 µM; 320,000 tested, 0.12% active; AID 2300;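 active means percent inhibition above the cutoff of mean plus 3 SD of all tested compounds, set per screening campaign, cut at about 20% in these data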;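 further: 0% = DMSO wells and 100% = biotin wells as full block of FRET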
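Test system: GST-NR2E3 and biotin-RetCOR proteins | Quantity: 1.35 nM GST-tagged NR2E3 final | Medium: Tris pH 7.5 | Also added: 7 nM biotin-RetCOR | Dosing: Compound at 4.8 µM, single dose | Timing: 5 h at 4 °C | Detection: Time-resolved FRET | Read-out basis: Percent inhibition | Benchmarks: Biotin wells as high control, 0.6% DMSO wells as low control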
MITF TRPM1 inh: MITF TRPM1 promoter inhibition in SK-MEL-5 cells | SK-MEL-5 TRPM1 promoter luciferase, 24 h | inhibition, % at 12.5 µM | 330,000 tested, 0.83% active;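 active means mean inhibition across replicates of 60% or more, whatever share of single replicates reaches that level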; further: values of inactives mirror those of a sister screen read the other way
Active calls of the source: *; . = not tested or not shown.

#	SMILES	TWEAK-Fn14 inh	CF NFkB inh	Peg3 prom inh	iPSC survival up	KKLEB tox	aDG glyco up	HIF-2a block	NR2E3 ag-1	Shn3 inh set2	NR2E3 ag-2	MITF TRPM1 inh
1	Cc1cc(C)cc(NC(=S)N(Cc2cccc(Br)c2)CC2CCC(C(=O)O)CC2)c1 (stereo not drawn)	-15	-10	12	0.6	4	0.0	23	-13	-10	5	-3
2	CCOC(=O)c1c(NC(=O)Nc2ccc(F)cc2)sc2c1CCN(C)C2	8	3	1	0.7	-2	-0.1	0	-13	9	1	-2
3	CC(C)(C)OC(=O)N[C@@H](Cc1ccccc1)C(=O)N[C@@H](CO)[C@H](O)[C@@H]1C[C@@H]1C(=O)NC1CC1	22	1	-9	-0.9	7	-0.1	9	-10	-9	-1	18
4	CCOC(=O)c1c(C)[nH]c2ccc(O)cc12	-2	-10	-27	-2.3	6	-0.1	-11	-10	12	-1	5
5	COCCNC(=O)C1(C)CCN(C(=O)c2nc(C)oc2C)C1 (stereo not drawn)	-4	5	0	4.6	6	0.2	10	3	-25	.	.
6	COCCNc1nnc(SCC(=O)NNC(=O)c2ccco2)s1	-4	9	13	0.3	-7	-0.1	8	-20	5	0	6
7	O=C(NCc1ccco1)C(c1ccc(F)cc1)N(Cc1cccnc1)C(=O)Cn1nnc2ccccc21 (stereo not drawn)	-8	4	-2	3.1	5	0.3	16	-8	-4	-2	-6
8	C=CCNC(=O)CC(=O)N/N=C/c1ccc(C(=O)OC)cc1	-5	-6	8	-0.4	8	0.0	12	-21	-28	-1	1
9	CCCCNC(=O)C1CCCN1C(=O)Nc1ccccc1 (stereo not drawn)	-19	3	0	0.2	0	0.0	8	-5	-2	0	15
10	CCN(CC)c1ccc(NC(=O)c2ccc(NC(=O)C3CCCO3)cc2)c(C)c1 (stereo not drawn)	9	7	-5	-1.0	-5	0.1	8	2	-6	-1	0
11	Cc1c(C(=O)N/N=C/c2ccc(-c3ccccc3[N+](=O)[O-])o2)sc(N)c1C#N	28	10	-78	-1.3	-3	-0.2	-106	-8	5	3	-4
12	Cc1cccc(-c2sc(Nc3ccccc3)n[n+]2-c2ccccc2)c1	-6	-4	-3	-4.1	10	0.1	-138	-32	0	5	-2
13	CCOC(=O)c1ccc(CNC(=O)C(Cc2c[nH]c3ccccc23)NC(C)=O)o1 (stereo not drawn)	2	-11	6	-2.1	-14	-0.1	-4	-3	0	2	-1
14	O=C(Nc1ccccc1N1CCCC1)c1ccc(F)c(S(=O)(=O)N2CCOCC2)c1	13	22	7	-0.3	-1	0.2	10	17	12	0	2
15	COc1ccc(NC(=O)c2nc[nH]c2C(=O)N[C@H](C)c2ccccc2)cc1	-19	-15	20	0.8	4	-0.1	-20	12	17	-1	-1
16	O=C(O)C1C2C=CC(C2)C1C(=O)NCc1ccoc1 (stereo not drawn)	6	-6	14	3.5	5	0.0	21	16	-16	3	5
17	Cc1cc(Br)ccc1Nc1nc(N)nc(N)c1N=O	1	7	-5	3.5	-8	-0.2	-21	16	-4	.	25
18	COc1ccc(NC(=O)c2oc3ccccc3c2NC(=O)C2CC2)cc1OC	12	-10	-4	0.0	0	0.0	-22	-18	5	3	-15
19	CCC(C)c1ccccc1N1CC(C(=O)NCCC2=CCCCC2)CC1=O (stereo not drawn)	-3	-6	-5	-0.7	10	0.5	-5	-29	14	-5	-3
20	COC(=O)COc1cccc2c(=O)n(CC(=O)N3CCCc4ccccc43)ccc12	14	12	4	-2.0	11	0.0	8	1	-4	4	-4
21	Clc1ccc(-c2nnc(CSc3nnc(-c4cccs4)n3Cc3ccccc3)o2)cc1	64*	-1	46	-2.0	4	6.8	18	74*	76	0	31
22	CCOC(=O)N1CCN(C(=O)C2CCN(S(=O)(=O)c3ccc(OCC)cc3)CC2)CC1	-5	-2	7	-0.1	-3	-0.3	3	-8	18	5	-5
23	Cc1ccc(-n2nc3c(=O)n(CC(=O)c4ccc(F)cc4)nc(C)c3c2C)cc1	10	7	-12	0.1	-11	0.8	-6	10	34	-3	17
24	COc1ccc(-n2c(=O)c3ccccc3n(Cc3ccc(F)cc3)c2=O)cc1OC	3	6	21	3.7	1	0.2	16	-10	58	1	-17
25	COc1ccc(N2CCN(C(=O)C3CC(O)CN3S(=O)(=O)c3ccc([N+](=O)[O-])cc3)CC2)cc1 (stereo not drawn)	6	8	11	0.9	6	0.0	7	12	-2	-2	-3
26	CC(C)(C)c1ccc(C(=O)NNC(=S)NCC2CCCO2)cc1 (stereo not drawn)	-4	9	-6	1.0	11	0.1	-12	12	5	1	-10
27	Cc1ccc(C)c(OCCC(=O)OCC(=O)Nc2ccc(C)c(S(=O)(=O)N3CCCCC3)c2)c1	-2	-13	-1	-0.4	-8	-0.2	2	14	-11	0	0
28	Cc1ccc(-n2c(Cc3cccn3C)nnc2SCC(=O)NC2CCCCC2)cc1	-2	11	5	0.6	-6	-0.2	-12	32	-13	-1	6
29	CCCCN(C(=O)COC(=O)c1ccc(C=O)cc1)c1c(N)n(CCC)c(=O)[nH]c1=O	-1	-10	-10	0.9	0	0.0	6	-5	3	4	.
30	O=C(COc1ccccc1-c1ccccc1)N/N=C/c1ccccn1	19	7	44	-0.5	-8	0.3	7	24	11	2	6

Sorted by SMILES length (highest first): 3 of the compounds above
#	SMILES	TWEAK-Fn14 inh	CF NFkB inh	Peg3 prom inh	iPSC survival up	KKLEB tox	aDG glyco up	HIF-2a block	NR2E3 ag-1	Shn3 inh set2	NR2E3 ag-2	MITF TRPM1 inh
20	COC(=O)COc1cccc2c(=O)n(CC(=O)N3CCCc4ccccc43)ccc12	14	12	4	-2.0	11	0.0	8	1	-4	4	-4
12	Cc1cccc(-c2sc(Nc3ccccc3)n[n+]2-c2ccccc2)c1	-6	-4	-3	-4.1	10	0.1	-138	-32	0	5	-2
6	COCCNc1nnc(SCC(=O)NNC(=O)c2ccco2)s1	-4	9	13	0.3	-7	-0.1	8	-20	5	0	6

Going on with the list:
#	SMILES	TWEAK-Fn14 inh	CF NFkB inh	Peg3 prom inh	iPSC survival up	KKLEB tox	aDG glyco up	HIF-2a block	NR2E3 ag-1	Shn3 inh set2	NR2E3 ag-2	MITF TRPM1 inh
31	COc1ccc(CNC(=O)COC(=O)c2ccc(C)c(S(=O)(=O)N3CCOCC3)c2)cc1	-15	7	-10	0.1	4	0.1	-2	-17	6	.	9
32	COc1ccccc1C(=O)NC(=S)N1CCCc2ccccc21	59*	-5	-45	-3.2	-1	0.1	-88	-17	4	-2	7
33	O=S(=O)(N/N=C/c1ccc(N2CCOCC2)cc1)c1ccccc1	13	8	14	-1.0	12	-0.1	4	13	-4	-7	-14
34	COC(CNC(=O)CNC(=S)N(CCCN1CCOCC1)Cc1cccs1)OC	-7	-20	4	2.1	-6	0.0	22	5	-21	2	-5
35	CCOc1ccc(N(CC(=O)NC2CCCCC2)C(=O)CNC(=O)c2cccs2)cc1	12	-6	4	-0.5	8	0.0	-1	-10	-3	3	-4
36	Cc1ccc(C2(c3noc(CN(C)Cc4cccnc4)n3)CCCC2)cc1	-16	-3	13	0.3	8	0.0	9	0	3	-2	-6
37	CN1C(CCl)Nc2cc(Cl)c(S(N)(=O)=O)cc2S1(=O)=O (stereo not drawn)	-17	1	1	3.0	11	0.2	1	7	4	.	2
38	CC(=O)Cc1nsc(NC(=O)C2Cc3ccccc3C(=O)O2)n1 (stereo not drawn)	-12	-23	-3	2.2	5	-0.1	2	10	-4	2	2
39	COc1ccc(C)cc1N(CC(=O)N1CCCCCC1)S(=O)(=O)c1ccc(C)cc1	3	3	14	1.4	-18	0.3	11	-5	16	-1	14
40	Cc1ccc(NC(=O)CCN2CC(C)OC(C)C2)cc1 (stereo not drawn)	-17	-9	11	-0.7	1	-0.1	10	-23	-4	0	1
41	CCCc1ccc(OCC(O)CN2CCN(c3ccccn3)CC2)cc1 (stereo not drawn)	4	-6	-23	-0.2	5	3.5	-20	19	-1	0	8
42	CC(C)(C)C(=O)NN=C1CCC(c2ccccc2)CC1 (stereo not drawn)	5	-39	12	-0.5	11	-0.3	2	5	-9	.	7
43	CN(C(=O)COC(=O)CN1C(=O)C2CC=CCC2C1=O)c1ccccc1 (stereo not drawn)	2	4	-2	3.1	-5	-0.3	1	13	-3	0	-2
44	CCN(CC)C(=O)[C@H]1C[C@H](CC(=O)NCCCn2ccnc2)C(=O)N2CCc3c([nH]c4cc(-c5ccco5)ccc34)[C@]12C	-4	3	-8	-2.1	-3	0.3	5	4	-2	.	1
45	COc1ccc(Cn2nnc3c(=O)[nH]c(C(=O)NCCc4ccc(F)cc4)nc32)cc1OC	-7	-25	6	1.7	3	-0.1	-10	-45	-21	4	-9
46	O=C(O)c1ccccc1C(=O)N1CCN(c2ncccn2)CC1	-7	-25	-13	-0.6	11	0.4	17	15	-24	.	-11
47	Cc1ccccc1-c1nc(SCc2cccnc2)c2c(=O)n(C)c(=O)n(C)c2n1	-1	2	64*	0.0	0	0.1	11	-5	1	1	5
48	Cc1ccc(-n2c(SCC(=O)Nc3cc(C)on3)nc3ccccc3c2=O)cc1	-9	10	-6	0.0	3	0.3	-1	-14	14	2	-6
49	CCOC(=O)/C(C#N)=C/c1cn(CCOc2ccccc2)c2ccccc12	1	-21	12	-2.0	-8	-0.1	18	-10	11	-4	16
50	COc1cc(NC(=O)c2ccc(Br)o2)ccc1NC(=O)C(C)C	-17	-1	-36	9.1	2	0.0	-47	-16	1	-1	-17
51	Cc1ccccc1NC(=O)NC1(C(=O)NCCCN2CCOCC2)CCCCC1	-2	-14	8	1.9	16	0.3	13	-20	-6	2	4
52	CCN(CCn1cccn1)C(=O)CC1C(=O)NCCN1Cc1cccc(OC)c1OC (stereo not drawn)	68*	-14	-1	0.0	3	-0.2	17	5	6	5	7
53	OC[C@@H]1CN(Cc2ccc(-c3ccccc3)cc2)C[C@H](n2cnc3c(NCc4ccc(F)cc4)ncnc32)O1	88*	19	33	-3.2	-14	5.2	-34	39	81*	.	.
54	O=C(C1CCCN(S(=O)(=O)c2ccccc2)C1)N1CCN(c2ccccc2)CC1 (stereo not drawn)	12	2	3	-0.3	-22	-0.1	17	-22	-1	-4	11
55	CC(C)C(=O)N1CCN(c2ccc(NC(=O)c3ccc([N+](=O)[O-])o3)cc2)CC1	-7	90*	112*	-0.8	-47	0.0	89*	47	60	-4	92*
56	COC(=O)c1ccc(C2C(C(=O)c3ccc(C)o3)=C(O)C(=O)N2c2cc(C)on2)cc1 (stereo not drawn)	-3	-18	4	-0.3	9	0.1	-11	6	14	7	6
57	COc1ccc(CCN2C(=O)c3cccc4cccc(c34)C2=O)cc1OC	6	-16	8	0.3	16	-0.2	-2	-25	14	-1	6
58	COc1c2occc2c(OC)c2c(=O)cc(C(F)(F)F)oc12	-2	-4	14	1.6	4	0.0	9	2	-13	3	9
59	O=C1CC(c2ccc(F)cc2)SC(N(c2ccccc2)c2ccccc2)=N1 (stereo not drawn)	25	-10	23	0.1	-4	0.0	30	-6	-22	3	-1
60	COc1ccc(-c2csc(NC(=O)CSCC(=O)Nc3cc(C)on3)n2)cc1	-1	-12	-81	-0.4	2	0.3	-118	-9	-30	0	-32

Screening data: PubChem BioAssay, several laboratories

This is a random part of the collection (roughly 4.4% active in at least one column).
